Screens from PubChem BioAssay.
RMI-FANCM inh – RMI-FANCM interaction inhibition; FP signal (polarization) at 33 µM; AID 1159607; Fluorescence polarization, RMI core complex with F-MM2 peptide; active compounds read low; hit rate 0.58% among 70,000; in the data active = FP signal below about 40; also: inactives centre near 61; strong numbers were not always called active; unit not given here
Active calls of the source: *; & = joins results of further samples. A portion of the library; count on the stated rates, not on these rows.

RMI-FANCM inh	Molecule
72	Cc1nnc(NC(=O)CSc2nnc(-c3ccco3)o2)s1
117	O=C(Cc1cc(-c2ccc(Cl)cc2)on1)Nc1ccc(F)c(F)c1
60	CCOC(=O)C1=C(CC(=O)Nc2ccc(OC)cc2)C(=O)N(c2ccc(F)cc2)C1C (stereo unspecified)
48	C=CCOc1cc(=O)[nH]c2ccccc12
81	O=C(COc1ccc2ccccc2c1)NCC1CCN(C2CCCC2)CC1
67	CCn1ccc(C(=O)Nc2ccc3nc(SC)sc3c2)n1
55	Cc1cc(C)c(C(=O)Nc2cccnc2)c(CC(C)(C)C(=O)O)c1
49	O=S(=O)([O-])CCC[n+]1c(SCCCS(=O)(=O)O)sc2ccccc21
64	O=C(Nn1cnc2c(cnn2-c2ccc(F)cc2)c1=O)c1c(F)cccc1F
63	Cc1cc(C(=O)/C(C#N)=C/c2ccc(N(C)C)cc2)no1
99	CCOc1ccc(-c2nnc3sc(/C=C/c4cccs4)nn23)cc1
57	C=CCOC(=O)C1=C(C)Nc2[nH]c(=O)[nH]c(=O)c2C1c1cccc(O)c1 (stereo unspecified)
66	CCn1nc(C)cc1C(=O)N1CCN(c2nc3c(C)ccc(C)c3s2)CC1
66	CSc1cc(-c2ccc(Cl)cc2)nc(-c2cccs2)c1
64	COC(CNC(=O)C(=O)Nc1cc(N2CCCS2(=O)=O)ccc1C)OC
64	O=c1nc(SCc2c(F)cccc2Cl)c2c(n1CCCO)CCCC2
194	COc1ccc(C(C#N)N2CCN(C(C#N)c3ccc(OC)cc3)CC2)cc1 (stereo unspecified)
57	O=C(CCCCCN1C(=O)c2cccc3cccc(c23)C1=O)Oc1ccc2c3c(c(=O)oc2c1)CCC3
68	CCC(CC)C(=O)Nc1ccc2c(c1)CN(S(=O)(=O)c1ccccc1)CC2
52	COc1ccc(OC)c(S(=O)(=O)NCC(c2ccco2)S(=O)(=O)c2ccc(Cl)cc2)c1 (stereo unspecified)
69	Cc1ccc(-c2ccc(=O)n(CCCC(=O)Nc3ccc(C)c(Cl)c3)n2)cc1
60	COC(=O)c1c(C)csc1NC(=O)CSCc1c(F)cccc1Cl
72	COc1ccc2nc(-c3ccc(C)c(NS(=O)(=O)c4ccc(OC)c(F)c4)c3)cn2n1
50	Cc1ccccc1N=Nc1ccc(NC(=O)c2snnc2C)c(C)c1
70	CS(=O)(=O)N1CCCc2ccc(NS(=O)(=O)C3CCCCC3)cc21
61	CCCc1c(C(=O)NC2Cc3ccccc3C2)cnn1-c1ccccc1
63	O=C(COc1ccccc1F)NCCn1ncc2c(=O)n(Cc3cccc(Cl)c3)cnc21
61	COc1ccc(CNS(=O)(=O)CCCOc2cccc3c2OC(C)(C)C3)cc1
57	N#C/C(=C\Nc1cc(C(F)(F)F)cc(C(F)(F)F)c1)C(=O)Nc1ccc(F)c(Cl)c1
56	CS(=O)(=O)c1cccc(C(=O)Nc2sccc2C#N)c1
53	O=C(NCc1cccs1)C12CC3CC(CC(C3)C1)C2
66	O=C(O)CCCCCNc1nnc(Cl)c2ccccc12
57	CC1(C(N)=O)CCC(C(=O)O)C1(C)C (stereo unspecified)
63	O=[N+]([O-])c1cccc(S(=O)(=O)NCc2ccco2)c1
55	O=c1[nH]c(=S)[nH]nc1-c1ccc(O)cc1
64	CN(C)S(=O)(=O)c1ccc(-c2nnc(NC(=O)COc3ccc(F)cc3)o2)cc1
65	COc1cc(C(=O)NCCn2ncc3c(N4CCCCCC4)ncnc32)cc(OC)c1OC
63	O=C(CCNC(=O)c1ccccc1Br)N=Nc1c(O)[nH]c2ccccc12
80	N#C/C(=C/c1ccoc1)c1nc(-c2ccc(C3CCCCC3)cc2)cs1
72	COc1ccc(-c2cccc(NC(=O)COc3ccc4c(c3)OCO4)c2)nn1

Four of the compounds above, field by field:
SMILES: COc1cc(C(=O)NCCn2ncc3c(N4CCCCCC4)ncnc32)cc(OC)c1OC
  RMI-FANCM inh = 65

SMILES: O=C(CCNC(=O)c1ccccc1Br)N=Nc1c(O)[nH]c2ccccc12
  RMI-FANCM inh = 63

SMILES: N#C/C(=C/c1ccoc1)c1nc(-c2ccc(C3CCCCC3)cc2)cs1
  RMI-FANCM inh = 80

SMILES: COc1ccc(-c2cccc(NC(=O)COc3ccc4c(c3)OCO4)c2)nn1
  RMI-FANCM inh = 72

(listing goes on)
RMI-FANCM inh	Molecule
64	Cc1ccc(CNC(=O)Cc2csc3nc(-c4ccccc4)cn23)cc1
77	Cc1cc(NC(=O)COc2ccccc2C)n(-c2nc(-c3cccs3)cs2)n1
59	COC(=O)c1ccccc1N=CC(C(C)=O)=C(O)c1ccccc1
62	CCOC(=O)c1cc(-c2ccnn2C(=O)c2ccccc2)on1
82	O=C(CCn1cnc2c(cnn2-c2ccc(F)cc2)c1=O)NCCC1=CCCCC1
52	CCOc1ccc(C(=O)NCC(c2ccco2)S(=O)(=O)c2cccs2)cc1 (stereo unspecified)
91	Cc1cc(NC(=O)c2csc3nc(-c4ccc(F)cc4)cn23)no1
51	O=c1c2c(nc3cc(-c4ccco4)[nH]n13)CSC2
60&56	CC(C)(C)c1ccc(NC(=O)Oc2ccccc2N2CCOCC2)cc1
81	O=C(CSc1nnc2scc(-c3ccc(Cl)cc3)n12)Nc1ccccc1F
65	CCS(=O)(=O)N1CCc2ccc(NC(=O)COc3ccc(C)cc3)cc2C1
78	COc1ccc(/C=C/C(=O)Nc2nc3c(F)cc(F)cc3s2)cc1OC
55	Cc1ccc([N+](=O)[O-])cc1NC(=O)/C=C/c1ccc(O)cc1
44	O=C1NC2(CCN(S(=O)(=O)c3cccs3)CC2)Oc2ccccc21
53	NC(=O)C1CCN(c2nc(N3CCOCC3)nc(N3CCOCC3)n2)CC1
52	O=C1CN(c2ccccc2)C(=O)N1c1ccccc1
61	CCCCc1ccc(NC(=O)NCCN2CCNC2=O)cc1
120	COc1ccc2nc(Nc3nc(-c4cc5ccccc5oc4=O)cs3)sc2c1
65	CNC(=O)C(=O)Nc1cc(C)ccc1OC
65	CN(C)S(=O)(=O)c1ccc(C(=O)Nc2cccc(F)c2)cc1
33	O=C(Cc1cccc2ccccc12)Nc1nnc(SCc2ccc(Br)cc2)s1
58	O=C(NCc1cccnc1)c1ccccc1F
54	NC(=O)c1ccc(NC(=O)c2cccc3c2OCCCO3)cc1
103	Cc1cccn2c(=O)c(/C=N\Nc3ccc(C(=O)O)cc3)c(N3CCCC3)nc12
88	O=S(=O)(c1cccs1)N1CCC(c2nc(-c3ccc(C(F)(F)F)cc3)no2)CC1
83	Cc1ccc(S(=O)(=O)NCC2CCN(Cc3ccccc3)CC2)cc1C
61	O=C(O)c1ccccc1Nc1cccc(OCc2ccc3ccccc3n2)c1
60	O=C(O)CSc1nnc2sc3ccccc3n12
61	CSc1ccccc1NC(=O)C1CCCN(c2ccc(-c3ccco3)nn2)C1 (stereo unspecified)
62	COc1ccc(C(=O)OCC(=O)c2ccc(Cl)cc2)cc1
57	CC(C)Sc1nc(N2CCCC2)c2cnn(CCNC(=O)c3cccs3)c2n1
53	Cn1nc(C(C)(C)C)cc1C(=O)NNc1c(Cl)cncc1Cl
54	COc1ccc(NC(=O)Cc2cccc(C)c2)cc1N1CCCCC1=O
61	O=C(Cc1cc(=O)[nH]c(SCc2cccc(Cl)c2)n1)NCCC1=CCCCC1
67	Nc1cc2c3c(c1)CC(=O)N3CCC2
66	O=c1ccc(-c2ccc(Cl)cc2)nn1CCCNS(=O)(=O)Cc1ccccc1
60&55	O=S(=O)(Cc1ccc(Cl)cc1)N1C=CC(C(F)(F)F)=NCC1
62	Cc1ccc(NC(=O)C(=O)NCc2cccs2)c([N+](=O)[O-])c1
66	O=C(NCCCn1nc(-c2ccco2)ccc1=O)C1CC1
106	O=C(CSc1nnc(-c2ccncc2)n1-c1ccccc1)N1c2ccccc2Sc2ccccc21

Reformatted: results already given.
structure | RMI-FANCM inh
O=C(Cc1cc(=O)[nH]c(SCc2cccc(Cl)c2)n1)NCCC1=CCCCC1 | 61
Nc1cc2c3c(c1)CC(=O)N3CCC2 | 67
O=c1ccc(-c2ccc(Cl)cc2)nn1CCCNS(=O)(=O)Cc1ccccc1 | 66

Remaining list, next part:
RMI-FANCM inh	Molecule
54	Cc1cc2c(cc1C)NC(CC(=O)NCCc1ccccc1)C(=O)N2 (stereo unspecified)
63	Cc1ccc2c(c1)CCCN2C(=O)c1ccc(=O)n(Cc2ccc(F)cc2)n1
72	CCc1cccc2sc(NC(C)=O)nc12
57	O=C(Nc1ccc(-c2cn3ccsc3n2)cc1)C(F)(F)F
46	Cn1c(CCN(Cc2ccco2)S(=O)(=O)c2ccc(Cl)cc2)n[nH]c1=S
67	CC(=O)N1CCc2ccc(NC(=O)C3CCCC3)cc2C1
59&54	COc1cc2cc(OS(=O)(=O)c3cc([N+](=O)[O-])ccc3C)nc(C)c2cc1OC
71	Cc1cc(C)cc(NC(=O)CC2CCCCN2S(=O)(=O)c2ccccc2)c1 (stereo unspecified)
54	O=C(c1cc([N+](=O)[O-])cc([N+](=O)[O-])c1)N1CCN(c2ccc(NCc3ccccc3)nn2)CC1
74	CC(=O)c1cc(C(=O)OCC(=O)NCc2ccc(C)cc2)c2ccccn12
54	Fc1cccc(Cl)c1C=Nc1cccc(-c2ncon2)c1
78	O=C(Oc1ccc2oc(=O)sc2c1)c1cccc(Cl)c1
12	O=C(Cc1ccccn1)c1cc(Cl)cc(Cl)c1
57	NCCCCC(N)C(=O)NC(Cc1ccc(O)cc1)C(=O)NC(CCCCN)C(=O)O (stereo unspecified)
63	CCOC(=O)c1c(NC(=O)c2cc([N+](=O)[O-])ccc2Cl)sc2c1CCC2
52	COCCNC(=O)C(=O)Nc1ccc2c(c1)OCO2
57	CC12C=CC(=O)C=C1CCC1C2=CCC2(C)C(C(=O)CN3CCN(c4cc(N5CCCC5)nc(N5CCCC5)n4)CC3)CCC12 (stereo unspecified)
58	C=CCN1C(=O)C(C)(C)COc2cc(NC(=O)c3ccccc3F)ccc21
65	COCC(=O)Nc1ccc2nc(C)n(-c3ccc(F)cc3)c(=O)c2c1
71	Clc1ccc(-c2nnc(SCc3ccccn3)o2)s1
72	Cc1c2n(c3ccccc13)C/C(=C\c1cccc(C(F)(F)F)c1)C2=O
67	Cc1ccc(Cl)c2sc(N(CCCN3CCOCC3)C(=O)c3ccn(C)n3)nc12
68	CCOC(=O)C1=C(C)N=c2s/c(=C\c3cn(-c4ccccc4)nc3-c3ccccc3)c(=O)n2C1c1ccccc1 (stereo unspecified)
69	CN(C)C1C(=O)C(C(N)=O)=C(O)C2(O)C(=O)C3=C(O)c4c(O)ccc(Cl)c4C(O)C3CC12 (stereo unspecified)
96	CCn1c(=NC(=O)c2ccc(C#N)cc2)sc2cc(Br)ccc21
55&59	Oc1c(C(Nc2ccccn2)c2ccccc2F)ccc2cccnc12 (stereo unspecified)
69	O=C(CCC(=O)N1CCc2ccccc21)Nc1ccc(I)cc1
66	COc1cccc2cc(-c3nnc(NC(=O)c4ccn(C)n4)o3)oc12
81	O=C(CSc1nnc(-c2ccc(Cl)cc2)c2ccccc12)N1CCOCC1
67	COc1ccc(S(=O)(=O)Nc2nc(CCC(=O)NCCC3=CCCCC3)cs2)cc1

5 entries from above, ordered by the number in RMI-FANCM inh, smallest number first.
| mol | RMI-FANCM inh |
| --- | --- |
| O=C1NC2(CCN(S(=O)(=O)c3cccs3)CC2)Oc2ccccc21 | 44 |
| NCCCCC(N)C(=O)NC(Cc1ccc(O)cc1)C(=O)NC(CCCCN)C(=O)O (stereo unspecified) | 57 |
| CCOC(=O)c1cc(-c2ccnn2C(=O)c2ccccc2)on1 | 62 |
| CN(C)S(=O)(=O)c1ccc(-c2nnc(NC(=O)COc3ccc(F)cc3)o2)cc1 | 64 |
| CN(C)S(=O)(=O)c1ccc(C(=O)Nc2cccc(F)c2)cc1 | 65 |

Additional entries.
RMI-FANCM inh	Molecule
87	Cc1ccc(S(=O)(=O)N=C(c2ccccc2)N2C(=O)c3ccccc3C2=O)cc1
52	O=C(CSc1ncc(CO)n1Cc1ccc(F)cc1)N1CCCCC1
56	O=C(Cc1nc(-c2cnccn2)no1)NNC(=O)Nc1ccc(OC(F)(F)F)cc1
53	CCOc1ccc2ccccc2c1C(=O)Nc1cccc(N2CCCC2=O)c1
56	COC(=C(C#N)C#N)c1c(-c2ccccc2Cl)noc1C
60	C=CCn1c(SCC(=O)c2ccc(OC)cc2)nc2sc(CC)cc2c1=O
60	COC(=O)c1c(NC(=O)c2cc(OC)c(OC)c(OC)c2)sc2c1CCCC2
50	Cc1ccc([N+](=O)[O-])cc1S(=O)(=O)N1CCN(c2ncnc3c2nnn3-c2cccc(F)c2)CC1
55	O=C(Cc1ccc([N+](=O)[O-])cc1)NC1CCCCCCC1
70	COc1ccc(NC(=O)CSCc2c(C)c(C)c(C)c(C)c2C)cc1

Single values from the list:
Value of COC(=C(C#N)C#N)c1c(-c2ccccc2Cl)noc1C under RMI-FANCM inh: 56
Value of Cc1ccc([N+](=O)[O-])cc1S(=O)(=O)N1CCN(c2ncnc3c2nnn3-c2cccc(F)c2)CC1 under RMI-FANCM inh: 50
Value of O=C(CSc1ncc(CO)n1Cc1ccc(F)cc1)N1CCCCC1 under RMI-FANCM inh: 52
Value of C=CCn1c(SCC(=O)c2ccc(OC)cc2)nc2sc(CC)cc2c1=O under RMI-FANCM inh: 60

Remaining list, next part
RMI-FANCM inh	Molecule
61	CC(C)(C)NC(=O)N1CCCC(c2nnc(-c3cccs3)o2)C1 (stereo unspecified)
55	CC(C)(C)C1N[C@H](C(=O)O)CS1 (stereo partly specified)
57	O=S(=O)(NCC(c1ccsc1)N1CCCC1)c1ccc2c(c1)OCCO2 (stereo unspecified)
51	COc1cccc(C2Nc3ccccc3C(=O)N2c2ccc(F)cc2)c1O (stereo unspecified)
56	CC(C)(C)c1ccc(C2NC(=O)c3sc4nc(C5CC5)cc(-c5ccccc5)c4c3N2)cc1 (stereo unspecified)
62	CN(C)S(=O)(=O)c1ccc(-c2nnc(NC(=O)c3cccc(C(F)(F)F)c3)o2)cc1
56&63	Nc1ccc(C(=O)Oc2ccc(Oc3ccccc3)cc2)cc1
53	Cc1ccc(-c2ccc(SCC(N)=O)nn2)cc1C
55	O=C(Nc1nnc(-c2ccno2)o1)c1nc2ccccc2s1
56	O=C1CN(c2ccccc2F)C(=O)CN1/N=C\c1cccs1
60	CC(C)CC(C(=O)O)N1C(=O)C2C3C=CC(C3)C2C1=O (stereo unspecified)
53	CCOC(=O)c1ccc(NC(=O)c2ccc(S(C)(=O)=O)cc2)cc1
57	COc1ccc(/C=C/C(=O)N2CCN(c3ccccc3OC)CC2)cc1OC1CCCC1
